NFkB transloc inh = blocks IL-1B driven NFkB nuclear translocation in HUVEC cells; HUVEC IL-1B NFkB p65 nuclear translocation imaging; inhibition, % at 2 µM; hit rate 0.43% among 94,000; AID 796;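 active = inhibition above about 30% together with a positive call from visual inspection of the well image, limit read from the data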;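 note: nuclear over cytoplasmic p65 intensity ratio measured by imaging; 0% = IL-1B stimulated DMSO wells and 100% = unstimulated DMSO wells; values of inactives mirror those of a sister screen read the other way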
IL1B NFkB pot = enhances IL-1B driven NFkB nuclear translocation. HUVEC IL-1B NFkB p65 nuclear translocation imaging. activation, % at 2 µM. hit rate 0.3% among 94,000. AID 819;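 active = activation above 40%, about the mean plus 3 SD, also judged a hit on visual image review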;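 note: percent activation is computed from the nuclear over cytoplasmic p65 intensity ratio; values of inactives mirror those of a sister screen read the other way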
Bcl-B TR3 displacers = displacers of TR3 peptide from Bcl-B, primary screen, selectivity assay for Bfl-1 inhibitor project, biochemical, fluorescence polarization | FP displacement of FITC-TR3 peptide from Bcl-B; higher % means a stronger effect | one-dose displacement, % at 20 µM; IC50 in µM for titrated hits | hit rate 0.11% among 96,000;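 active = displacement above 50% at 20 µM plus a fluorescence interference ratio under 1.5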;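 note: plate controls were wells without compound for no effect and wells lacking Bcl-B protein for full effect; a part of the inactive calls stands beside numbers as strong as those of hits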
PLAP inhibitors HTS = inhibition of human placental alkaline phosphatase – biochemical, luminescence, HTS (AID 690). hit rate 0.08% among 96,000. purified PLAP, luminescent substrate; higher % means a stronger effect. inhibition, % at 20 µM; hits with a dose series show IC50 in µM; in the data active = a potency from the dose series; inactive = the rest, 99 in 100 with inhibition below about 30%; note: strong numbers were not always called active
MRP reversal = compounds reversing MRP-mediated drug resistance | hit rate 0.04% among 85,000 | H69AR cells + 2 uM doxorubicin, CellTiter-Glo, 72 h | AID 602 | differential viability (reversal), % at 10 µM;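 active = viability drop by adding the cancer drug above about 55%, with treated viability meeting a 40% cutoff, limit read from the data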;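 note: viability without doxorubicin minus viability with 2 µM doxorubicin for each compound; larger differential means the compound sensitizes cells more to doxorubicin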
MRP reversal cytotoxicity = second read-out of MRP reversal, no call of its own (marks repeat the call); viability, %; H69AR cells, CellTiter-Glo, 72 h; measured here: cytotoxicity without doxorubicin
MRP reversal with doxorubicin = second read-out of MRP reversal, no call of its own (marks repeat the call); viability, %; measured here: viability with 2 uM doxorubicin; active compounds read low
NFkB transloc inh cell count 2 µM = recorded beside NFkB transloc inh, whose call it bears; cell count; measured here: cells passing quality filter;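 raw number of nuclei counted in each imaged well without normalization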
IL1B NFkB pot cell count 2 µM = further read-out of IL1B NFkB pot, marked with its call; cell count; measured here: cells passing quality filter
* marks the source's active call; other numbers are inactive results; . = not tested or not shown; & = joins results of further samples.

Start of the listing, in advance:
Order of results – IL1B NFkB pot	MRP reversal cytotoxicity	NFkB transloc inh cell count 2 µM	IL1B NFkB pot cell count 2 µM	MRP reversal	NFkB transloc inh	PLAP inhibitors HTS	MRP reversal with doxorubicin	Bcl-B TR3 displacers
1. Cc1ccc2c(n1)sc1c(-c3ccc(Br)cc3)c(C#N)c(N)nc12
    -2.8	.	121	121	.	2.8	-7.3%	.	-34.0%
2. O=S(=O)(Nc1cccc(-c2cn3ccsc3n2)c1)c1ccc(F)cc1
    0.2	92.2	162	162	13.5	-0.2	-9.0%	78.8	-5.3%

The listing, previewed entries included:
Order of results – IL1B NFkB pot	MRP reversal cytotoxicity	NFkB transloc inh cell count 2 µM	IL1B NFkB pot cell count 2 µM	MRP reversal	NFkB transloc inh	PLAP inhibitors HTS	MRP reversal with doxorubicin	Bcl-B TR3 displacers
1. Cc1ccc2c(n1)sc1c(-c3ccc(Br)cc3)c(C#N)c(N)nc12
    -2.8	.	121	121	.	2.8	-7.3%	.	-34.0%
2. O=S(=O)(Nc1cccc(-c2cn3ccsc3n2)c1)c1ccc(F)cc1
    0.2	92.2	162	162	13.5	-0.2	-9.0%	78.8	-5.3%
3. Cc1cc(N2CCOCC2)nc2ccc(NC(=O)C3CCC(C)CC3)cc12 (stereo not given)
    .	42.1	.	.	-22.8	.	-29.5%	64.8	7.4%
4. Cc1ccc(NC(=O)NNc2cccc(Cl)n2)cc1
    0.2	.	133	133	.	-0.2	21.0%	.	-6.7%
5. CN(C)CCCN1C(=O)c2oc3ccc(Cl)cc3c(=O)c2C1c1cccnc1 (stereo not given)
    7.4	85.3	54	54	-1.0	-7.4	-26.2%	86.3	-1.2%
6. Cc1ccc(C(=O)CCC(=O)Nc2cccc(C(F)(F)F)c2)cc1
    6.1	.	139	139	.	-6.1	20.5%	.	-4.1%
7. CCc1ccc(S(=O)(=O)NCCc2csc(-c3ccccc3)n2)s1
    5.9	89.2	119	119	4.7	-5.9	-11.2%	84.4	-1.5%
8. CCOC(=O)c1cc2c(c(CSc3nc4ccccc4c(=O)n3Cc3ccco3)c1)OCOC2
    8.1	88.6	150	150	-5.7	-8.1	5.7%	94.3	-4.8%
9. CC(C)NC(=O)NC1C2CC3CC(C2)CC1C3 (stereo not given)
    33.9	106.3	167	167	5.1	-33.9	7.2%	101.2	4.3%
10. COc1ccc(-n2c(SCC(=O)N3CCN(c4ccccc4)CC3)nc3c(c2=O)SCC3)cc1
    15.3	68.8	194	194	41.9	-15.3	-63.8%	26.9	7.9%
11. CCOC(=O)c1oc2cccc(O)c2c1C
    20.3	83.8	65	65	9.8	-20.3	10.6%	74.0	1.9%
12. Cc1cc2ncn(C(=O)N3CCCC3)c2cc1C
    -6.0	95.2	148	148	6.8	6.0	.	88.4	.
13. O=C(CCS(=O)(=O)c1cccc2nonc12)NCCc1ccccc1Cl
    .	89.7	.	.	2.8	.	15.0%	86.9	-4.3%
14. CCCCCCC(=O)N(O)C1CC(=O)N(c2ccccc2)C1=O (stereo not given)
    -8.5	85.5	109	109	-0.5	8.5	-21.1%	86.0	-7.2%
15. Cc1ccc(S(=O)(=O)C2(C(=O)Nc3ccc(F)cc3)CC2)cc1
    -0.7	104.6	99	99	4.2	0.7	1.2%	100.3	9.1%
16. Cc1c(C)c2c(C)nn(-c3ccccc3)c2[nH]c1=O
    0.6	.	126	126	.	-0.6	-13.8%	.	-12.8%
17. C=CCn1cnc2c(NCc3ccccc3)ncnc21
    16.8	89.8	147	147	-4.5	-16.8	11.3%	94.4	-0.7%
18. Cc1ccc(C(=O)N2CCN(c3ncccn3)CC2)o1
    3.1	84.2	157	157	3.3	-3.1	-4.6%	81.0	-19.7%
19. Cc1ccc(NC(=O)C2=C(O)c3sccc3N(C)S2(=O)=O)cc1
    .	.	.	.	.	.	-6.5%	.	0.0%
20. CCCNC(=O)COC(=O)c1ccccc1OCc1ccc(Cl)cc1
    4.4	.	53	53	.	-4.4	31.2%	.	-1.2%
21. Cc1cccc2cc3c(N)c(C(=O)Nc4ccc(N5CCOCC5)cc4)sc3nc12
    -2.9	.	177	125	.	2.6	4.2%	.	-8.5%
22. COc1cc2c(cc1OC)C1=C(C#N)CCC(=O)N1CC2
    13.0	.	163	163	.	-13.0	.	.	.
23. CS(=O)(=O)N1CCC(C(=O)c2cccc(Cl)c2)CC1
    -9.1	95.1	193	193	9.9	9.1	1.5%	85.2	-4.4%
24. O=C(CSc1nnc(C2CC2)n1-c1ccccc1)NCc1ccco1
    16.9	75.2	185	185	0.9	-16.9	-14.6%	74.3	4.7%
25. Cc1ccc2c(c1)sc[n+]2Cc1ccccc1
    3.8	.	148	148	.	-3.8	6.3%	.	1.8%
26. O=S(=O)(NCc1ccc(F)cc1)c1ccc2c(c1)OCCO2
    19.0	113.8	203	203	23.0	-19.0	23.5%	90.7	4.8%
27. CCn1cc(/C=C2\SC(=O)N(CC(=O)Nc3ccc4c(c3)OCO4)C2=O)c2ccccc21
    7.5	.	116	116	.	-7.5	15.6%	.	-59.4%
28. Cc1ccc(S(=O)(=O)/N=C(\c2ccc(Cl)cc2)N2CCOCC2)cc1
    1.7	.	192	192	.	-1.7	-21.7%	.	7.3%
29. COc1ccc(C/C(O)=C(\C#N)c2nc3ccccc3[nH]2)cc1OC
    0.4	96.3	210	210	10.5	-0.4	-172.6%	85.8	2.6%
30. Cn1c(CN2CCOCC2)nc2cc(NC(=O)c3ccccc3Cl)ccc21
    15.1	97.0	118	118	4.9	-15.1	-29.9%	92.1	-5.3%
31. CCn1nnnc1SCC(=O)NCc1ccco1
    13.0	77.9	165	165	2.7	-13.0	-4.5%	75.3	9.0%
32. CCCCC(c1nnnn1CC1CCCO1)N1CCN(c2cc(Cl)ccc2C)CC1 (stereo not given)
    -3.1	91.8	195	195	8.2	3.1	-47.9%	83.6	-0.2%
33. CC/C(=N\n1nnnc1Nc1ccccc1)c1ccccc1
    -1.8	99.1	144	144	14.2	1.8	.	84.9	.
34. Cn1nnc(-c2ccc(OCc3ccccc3F)cc2)n1
    12.3	107.5	150	150	10.4	-12.3	10.1%	97.1	-5.0%
35. Cc1cc(NC(=O)NC2(C(F)(F)F)Oc3ccc(Cl)cc3O2)no1 (stereo not given)
    -13.3	.	73	73	.	13.3	.	.	.
36. O=C(Nc1cnc2ccccn2c1=O)c1ccc(Cl)cc1
    -4.4	85.0	165	165	-0.1	4.4	23.2%	85.2	-13.0%
37. N#Cc1cccc(Cn2nnc(-c3ccccc3)n2)c1
    4.0	93.8	137	137	2.7	-4.0	14.5%	91.1	-6.2%
38. COc1ccc(CN2CCN(C(=O)c3ccco3)CC2)cc1
    14.5	86.2	185	185	-5.0	-14.5	5.4%	91.1	12.8%
39. Cc1cc(=O)c(C(=O)O)cn1Nc1ccc(F)cc1
    1.5	111.8	144	144	14.3	-1.5	-5.4%	97.5	6.6%
40. Cc1onc(-c2c(Cl)cccc2Cl)c1C(=O)Nn1cnnc1
    9.6	96.6	203	203	0.6	-9.6	1.6%	96.0	-1.5%
41. O=C(NCc1cccs1)c1cc(S(=O)(=O)N2CCCCC2)ccc1Cl
    18.3	77.1	135	135	4.0	-18.3	.	73.0	.
42. COCc1ccc2oc(C(=O)O)cc2c1
    -0.6	.	131	131	.	0.6	4.4%	.	5.6%
43. O=C(C1=C(O)C(=O)N(CCN2CCOCC2)C1c1ccncc1)c1ccco1 (stereo not given)
    -4.0	99.2	138	138	-6.2	4.0	0.6%	105.4	-11.8%
44. COCCN(C(=O)Cc1cccs1)C(C(=O)NCc1ccc(OC)cc1)c1ccc(C)cc1 (stereo not given)
    9.5	.	129	129	.	-9.5	-37.2%	.	0.6%
45. CS(=O)(=O)c1ccc(Sc2nc3ccccc3[nH]2)c([N+](=O)[O-])c1
    -3.3	1.1	174	174	-7.5	3.3	-55.8%	8.6	-11.0%
46. COCCN1C=C(C(=O)OC)C(c2ccc3c(c2)OCO3)C(C(=O)OC)=C1
    -7.3	94.3	144	144	17.8	7.3	-88.7%	76.6	-9.3%
47. CC(=O)Nc1sc(C)c(C)c1C(=O)OC1CCOC1=O (stereo not given)
    24.8	88.2	202	202	-1.0	-24.8	-17.0%	89.2	-2.9%
48. O=C(COc1ncnc2sccc12)N1CCN(S(=O)(=O)c2ccc(Cl)cc2)CC1
    17.0	99.3	127	127	7.2	-17.0	-9.8%	92.1	-2.3%
49. O=c1c2ccccc2nnn1CSc1nnc(-c2ccco2)o1
    .	97.7	.	.	1.6	.	-5.0%	96.0	-3.7%
50. O=C(Cc1ccccc1)N/N=C/c1ccc([N+](=O)[O-])s1
    3.7	.	101	101	.	-3.7	-20.4%	.	-8.0%
51. O=C(Cc1cc(=O)[nH][nH]1)N/N=C/C(Cl)=C/c1ccccc1
    -5.8&4.5	.	189&189	189&189	.	5.8&-4.5	-13.7%&-11.2%	.	5.3%&1.1%
52. Cc1cc(C)cc(NC(=O)CSCc2cnn(-c3ccccc3)c2-n2cccc2)c1
    4.7	81.5	162	162	16.9	-4.7	-58.4%	64.5	-2.5%
53. CC(C)N1C(=S)SC(C)(C)C1NO (stereo not given)
    8.1	.	175	175	.	-8.1	-7.2%	.	0.0%
54. COc1ccccc1N1CCN(C2CCCC(C)C2)CC1 (stereo not given)
    .	97.2	.	.	-6.6	.	17.1%	103.8	-6.9%
55. CCc1cc2c(CN3CCN(CCO)CC3)cc(=O)oc2cc1O
    10.4	87.6	152	152	2.0	-10.4	-7.8%	85.6	15.8%
56. Cc1cc(N)ccc1-n1c(C)ccc1C
    .	57.2	.	.	-27.8	.	-20.7%	84.9	-6.6%
57. O=C(C1Cc2ccccc2CN1S(=O)(=O)c1ccc(F)cc1)N1CCOCC1 (stereo not given)
    -10.8	102.6	164	164	18.6	10.8	13.2%	83.9	-8.7%
58. Cc1cc(C)c2cc(C#N)c(NCCCNC(=O)CCC(=O)O)nc2c1
    6.8	92.8	187	187	5.7	-6.8	-27.4%	87.0	3.9%
59. CCn1c(C(=O)N2CCC(C(=O)NCc3ccc4c(c3)OCO4)CC2)cc2sccc21
    .	79.4	.	.	4.4	.	-35.2%	75.0	2.9%
60. COc1ccc(/C=N/NC(=O)CN2CCS(=O)(=O)CC2)cc1
    -3.9	.	144	144	.	3.9	0.5%	.	-13.3%

Next part:
Order of results – IL1B NFkB pot	MRP reversal cytotoxicity	NFkB transloc inh cell count 2 µM	IL1B NFkB pot cell count 2 µM	MRP reversal	NFkB transloc inh	PLAP inhibitors HTS	MRP reversal with doxorubicin	Bcl-B TR3 displacers
61. Nn1cnc2sc3c(c2c1=O)CCC3
    17.0	97.1	170	170	10.1	-17.0	12.3%	87.1	0.7%
62. CCN(CC)CCNc1nc2ccccc2n1C
    1.2	78.1	132	132	5.6	-1.2	0.1%	72.5	-7.6%
63. Brc1cnc(N2CCCC2)nc1N1CCOCC1
    3.3	88.8	99	99	5.2	-3.3	12.6%	83.5	-6.3%
64. CCCCOC(=O)CN1C(=O)c2ccc(C(=O)OCCCC)cc2C1=O
    5.9	96.8	159	159	9.1	-5.9	-25.8%	87.7	5.8%
65. COC(=O)c1cc(-c2ccccc2)on1
    5.9	104.5	168	168	9.6	-5.9	2.8%	94.9	14.8%
66. CCCc1cc(-n2ccnc2)n2c(nc3ccccc32)c1C#N
    10.3	45.1	172	172	-17.9	-10.4	-9.3%	63.0	-4.9%
67. O=c1cc(-c2ccc(F)cc2)oc2ccccc12
    26.0	89.6	115	115	12.0	-26.0	.	77.6	.
68. Cc1cc(NC(=O)CCN2CCC(C(N)=O)CC2)ccc1Br
    15.1	102.0	66	66	-3.5	-15.1	-59.9%	105.5	0.3%
69. CCCn1c(C(=O)OC)cc2c1ccn2-c1ccc(F)cc1
    4.4	87.7	195	195	-11.5	-4.4	-10.9%	99.2	-8.4%
70. O=C(OC(C(=O)NCc1cccs1)c1ccccc1Cl)c1ccco1 (stereo not given)
    -4.1	94.8	134	134	25.2	4.1	-20.5%	69.6	7.0%
71. CCOc1ccccc1NC1c2ccccc2C(=O)N1Cc1ccco1 (stereo not given)
    -8.5	89.1	148	148	6.0	8.5	1.4%	83.1	-7.5%
72. Cc1ccccc1NC(=O)C(NS(=O)(=O)c1ccc2c(c1)c(=O)n(C)c(=O)n2C)c1ccccc1 (stereo not given)
    -4.5	.	178	178	.	4.5	-47.5%	.	3.0%

The list is partial; the hit share may differ from the screen's.
